FN deposition inh: fibronectin deposition inhibition | AH1F fibroblasts, Alexa488-fibronectin deposition fluorescence, overnight | inhibition, % at 12.6 µM | hit rate 0.086% among 350,000 | AID 743247;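 active = mean inhibition across replicates of 30% or more, regardless of how many single replicates reach that level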;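 note: positive control wells lacked labelled fibronectin entirely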
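Material: AH1F fibroblasts assembling fluorescent fibronectin matrix; amount: 10000 AH1F cells/well; medium: DMEM, 2% serum; reagent: Alexa488-fibronectin, 24 nM final in well; dosing: single compound dose, delivered by pin transfer; incubation: 1 h adhesion, overnight exposure; detection: fluorescence after three HBSS washes, excitation 485 nm, emission 525 nm; measure: fibronectin deposition inhibition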
The depositor's hits bear a star; & = joins results of further samples. This is a subset. The share of hits here may be higher or lower than overall.

compound | FN deposition inh
COc1ccc(CC2NCCC3(O)CCCCC23)cc1 (centres undefined) | -3
CCOC(=O)CN1C(=O)S/C(=C/c2ccc(N3CCCCC3)o2)C1=O | -13
COc1ccccc1NC(=O)Cc1cccs1 | -3
CC(C)NC(=O)N(C)C[C@H]1Oc2c(cccc2N(C)C)C(=O)N(C)C[C@@H]1C | -4
COc1ccccc1Nc1nc(N)nc(CSc2nc(C)cc(C)n2)n1 | -2
CCOc1cc(C2C(C#N)=C(N)Oc3n[nH]c(C)c32)ccc1OCCN1CCOCC1 (centres undefined) | 3
CCOC(=O)c1[nH]c2cc(OC)c(OC)cc2c1NC(=O)c1nonc1C | 1
CC(C)C1Oc2ccccc2N(CC(=O)N(Cc2ccccn2)C2CC2)C1=O (centres undefined) | 5
CCOc1ccc(-n2c(SC(C)C)nc3c(c2=O)SCC3)cc1 | -1
COc1ccc(-c2cc3ccccc3n2CC(O)Cn2nc(C)cc2C)cc1 (centres undefined) | 9
O=C(c1ccccc1)N1CCSC1=S | 3
CC[C@@H]1C/C=C\CCNC(=O)CCC(=O)N1 | -6
CNC[C@@H]1Oc2c(N)cccc2C(=O)N(C)C[C@@H]1C | -6
Cc1cccc(-c2nsc(SCC(=O)N3CCCC3)n2)c1 | -9
COc1ccc2c3c([nH]c2c1)[C@@H](CO)N(C(=O)C1CCOCC1)CC31CCN(Cc2cccc(F)c2)CC1 | 5
O=C1Nc2ccccc2N(O)N1c1cc(-c2cccc(Cl)c2)no1 | -1
O=C(CC(c1ccccc1)c1ccccc1O)NCCN1CCOCC1 (centres undefined) | 2
CCc1ccccc1N(CC(=O)N1CCN(c2ccccc2F)CC1)S(C)(=O)=O | 7
O=C(Nc1cc(=O)c2ccccc2o1)N1CCCCC1 | 1
Cn1ncc(N=Cc2ccccc2O)c1C(=O)N1CCOCC1 | 4
C[C@H]1CN(C)C(=O)c2cccc(NS(C)(=O)=O)c2O[C@H]1CN(C)S(C)(=O)=O | -9
O=C(O)C1C(C(=O)Nc2ccc(Cl)cc2)C2C=CC1C21CC1 (centres undefined) | -3
CCOc1ccc(N=Cc2c(O)n(-c3cccc(C)n3)c(=O)c3ccccc23)cc1 | 3
Oc1cc2ccccc2cc1-c1n[nH]c(=S)o1 | 2
CCN(CC)c1nc2ccccc2[nH]1 | 2
O=C(CCCNS(=O)(=O)c1cccc2nsnc12)N1CCCCC1 | -4
CNC(=S)NNC(=O)c1sccc1OCc1ccccc1 | -3
COc1cc(OC)nc(NC(=O)CCl)n1 | 2
CN(C)c1cccc(C(=O)OCc2cc(=O)oc3cc(O)ccc23)c1 | 0
O=C1N(Nc2ccccc2)C(c2ccc(Br)cc2)C12CCCCC2 (centres undefined) | 6
Cc1ccc(C(=O)OCC(=O)Nc2ccc(N(C)C)cc2)cc1NC(=O)c1ccco1 | -2
COc1ccc(OCC(=O)O/N=C(\N)Cc2ccc(Cl)cc2)cc1 | 6
Cc1cc(C(=O)CSc2nnc(-c3ccc(Cl)cc3)n2CC2CCCO2)c(C)n1C (centres undefined) | 8
CNC[C@@H]1Oc2c(cccc2N(C)C)C(=O)N(C)C[C@@H]1C | 3
CCCCCOc1ccc(C(=O)C(c2ccccc2)N2CCOCC2)cc1 (centres undefined) | 2
CCC(C)C(=O)Nc1nc(-c2ccc3c(c2)NC(=O)CO3)cs1 (centres undefined) | 1
COc1cc(C2C(C#N)=C(N)Oc3cc(C)n(CCc4ccccc4)c(=O)c32)cc2c1OCO2 (centres undefined) | -6
Cc1ccc(C(=O)CSc2nc3ccccc3o2)cc1 | -3
Nc1nnc(SCC(=O)c2ccco2)s1 | 8
COc1cc2c(cc1OC)C(C(=O)Nc1ccc3c(c1)OCCO3)C1c3ccccc3CCN1C2=O (centres undefined) | -10
CCc1cc(=O)oc2cc(OCC(=O)O)c(Cl)cc12 | -5
Cc1nonc1NC(=O)Nc1cccnc1 | -3
Cc1cccc(NC(=O)CS(=O)(=O)c2c[nH]c3ccccc23)c1C | -2
CNC[C@@H]1Oc2c(NS(C)(=O)=O)cccc2C(=O)N(C)C[C@@H]1C | 3
Cc1nnc(NC(=O)COc2ccc3c(C)cc(=O)oc3c2)s1 | -13
Cc1[nH]nc2c1C(c1ccccc1F)CC(=O)N2 (centres undefined) | -15
CC1N=C2c3ccccc3N=C(SCc3cc(=O)n4cc(Cl)ccc4n3)N2C1=O (centres undefined) | 1
C[C@@H]1CCc2cnnn2COC[C@H](Cc2ccccc2)NC1=O | -1
Cn1c2ccccc2c2c(C(=O)N3CCN(c4ccccn4)CC3)cn(C3CCCC3)c(=O)c21 | 7
O=C(C1CCN(S(=O)(=O)Cc2ccccc2)CC1)N1CCN(c2ncccn2)CC1 | -4

Three records drawn at random from those above:
compound | FN deposition inh
Cc1cccc(NC(=O)CS(=O)(=O)c2c[nH]c3ccccc23)c1C | -2
COc1ccc(OCC(=O)O/N=C(\N)Cc2ccc(Cl)cc2)cc1 | 6
Cc1nnc(NC(=O)COc2ccc3c(C)cc(=O)oc3c2)s1 | -13

(list continues)
compound | FN deposition inh
Cc1[nH]n(-c2ccc(Cl)cc2)c(=O)c1/C=N/n1c(C)nc2ccccc2c1=O | -6
CC(C)NC(=O)Nc1ccc2c(c1)C(=O)N(C)C[C@@H](C)[C@@H](CN(C)C)O2 | -8
FC(F)(F)c1cc(-c2ccccc2)nc(NCC2CCCO2)n1 (centres undefined) | -18
CCCc1cc(=O)[nH]c(SCC(=O)N(C)CC(=O)Nc2ccc(C)cc2)n1 | 11
CN(C[C@@H]1N[C@H](CO)[C@@H]1c1ccccc1)C(=O)c1ccccc1F | 22
CCOc1ccc(CC(=O)C2C(=O)CC(C)(C)CC2=O)cc1OCC | 2
O=C1NC(=O)C2(COC3(CCCC3)OC2)S1 | -7
CC(=O)Nc1sc2c(c1C(=O)N1CCOCC1)CCCCC2 | 2
COC(=O)NCc1ccc2c(c1)OCO2 | -4
CCOC(=O)c1ccccc1OCc1cc(/C=N/n2cncn2)ccc1OC | 0
CCn1c2ccccc2c2nn(C)c(=N)nc21 | 1
O=C(N/N=C\c1ccc(COc2ccc([N+](=O)[O-])cc2)o1)c1cccc(Cl)c1 | -4
CC(C)[C@H]1C(=O)N[C@H](c2ccccc2)CC=CC[C@H](C)Oc2ccccc2C(=O)N1C (mixture of isomers) | -3
N#C[C@@H]1[C@@H](c2ccc(C#Cc3ccccc3F)cc2)[C@@H](CO)N1C(=O)C1CCCC1 | -7
O=S(=O)(c1ccc(Br)cc1)n1ccc2ccccc21 | 2
CCOC(=O)C1=C(C)N=C2c3ccccc3C(=O)C2C1c1ccc(Cl)cc1 (centres undefined) | -6
CCN1CCc2c(C#N)c(NCc3ccccc3)nc(N(CC)CC)c2C1 | 9
Cc1ccc(C23CC4CC(CC(CC(=O)N5CCOCC5)(C4)C2)C3)cc1 | -3
CCCn1nnc(NC(=O)c2sc3ccccc3c2Cl)n1 | -8
CCCCN1C(=O)N(C)C2C1N(C)C(=O)N2CCCC (centres undefined) | 5
CCOc1ccccc1NC(=O)CCS(=O)(=O)c1cccc2nonc12 | 7
O=C(Nc1ccc(Cl)cc1)c1ccc2c(c1)OCO2 | -18
CN(C)CCN1CCc2ccccc21 | 2
CCCC(=O)Nc1ccc(C(=O)Nc2nnc(COCC)s2)cc1 | -2
COc1ccc(C2C(C(=O)N3CCCC3)c3cc(OC)c(OC)cc3C(=O)N2C)cc1 (centres undefined) | -6

Next part, overlapping the part above by three compounds.
SMILES | FN deposition inh
CN(C)CCN1CCc2ccccc21 | 2
CCCC(=O)Nc1ccc(C(=O)Nc2nnc(COCC)s2)cc1 | -2
COc1ccc(C2C(C(=O)N3CCCC3)c3cc(OC)c(OC)cc3C(=O)N2C)cc1 (centres undefined) | -6
COc1ccc2oc(=O)c(-c3nc4ccccc4o3)cc2c1 | -4
NS(=O)(=O)c1ccc(Cc2ncc(C(F)(F)F)cc2Cl)s1 | -7
Cc1cc2nc(C)n(CCCN)c2cc1C | -4
O=C(Nc1nnc(CC2=CCCCC2)s1)c1cccs1 | 2
COc1ccc(N/C=C\C(=O)c2ccc3c(c2)OCO3)cc1 | -5
CCOC(=O)c1ccccc1NS(=O)(=O)c1ccc(OCC)cc1 | -9
COc1ccc(C#Cc2cccc(-c3nc(C(=O)N4CCN(Cc5ccccc5)CC4)cc4c3[C@@H](CCO)N(S(=O)C(C)(C)C)C4)c2)cc1OC (some centres undefined) | 1
CCCCCNC(=O)CCCCn1c(=O)[nH]c2cc(OCC)c(OCC)cc2c1=O | -3
CC(C)[C@@H]1COCn2nncc2CC[C@H](C)C(=O)N1 | 1
C[C@H](C(=O)N(C)C[C@@H]1OCc2ccccc2-c2c(n(C)c3ccccc23)C(=O)N([C@H](C)CO)C[C@@H]1C)c1ccccc1 | 7
CN(C)CCCNC(=O)Cc1ccc(Br)cc1 | -9
CC1CCN(C(=O)CSc2nnc(CNC(=O)c3ccco3)o2)CC1 | 1
Cc1ccc(NS(=O)(=O)c2ccc(C(=O)N3CCCN(C)CC3)cc2)cc1 | 5
CCC12CN(C(=O)c3ccc(OC)cc3)CC(CC)(CN(C(=O)c3ccc(OC)cc3)C1)C2=O | -6
C/C(=N\O)C(C)(C)NC(=O)Nc1ccc(Cl)cc1 | -3
Cc1nc2cc(S(=O)(=O)C(F)(F)F)ccc2s1 | 7
O=C(COC(=O)Cn1cnc2ccccc21)NCCc1ccc(Cl)cc1 | -3
NC(=O)CSC1=Nc2ccccc2C2=NC(CC(=O)NCc3cccs3)C(=O)N12 (centres undefined) | 11
Cc1cccc(C(=O)NNC(=O)C2CCCO2)c1 (centres undefined) | 3
CC(C)(C)OC(=O)C1C(=O)CC(C)(O)C(C(=O)OC(C)(C)C)C1c1cccnc1 (centres undefined) | -1
COc1ccccc1Nc1ncnc2nc[nH]c12 | 4
Cn1cccc1C(=O)NC(=O)COC(=O)c1ccccc1O | -8
CCOC(=O)C1=C(O)CSC1=Nc1ccc(Cl)cc1 | -3
CC1(C)Cc2ccccc2-c2nnc(-c3ccccc3)n21 | -3
CCOCCCn1c(SCC(=O)Nc2ccc(C(N)=O)cc2)nc2ccccc2c1=O | -10
COC(=O)Nc1ccc(S(=O)(=O)N2CCN(c3ccc(F)cc3)CC2)cc1 | 2
CCNC(=O)NC(=O)COC(=O)c1ccccc1SCC(=O)NC(=O)NCC | 0
COC(=O)c1oc2ccccc2c1-n1cccc1 | 2
CC1(C)CC(=O)c2sc(NC(=O)c3cccs3)nc2C1 | 6
Cc1cc(NS(=O)(=O)c2ccc(-c3ccccc3)cc2)no1 | 2
C/C(CC(=O)Nc1ccc(Cl)c(Cl)c1)=N\NC(N)=S | -5
Cc1ccc(C)c(S(=O)(=O)NCc2ccc(C(=O)N3CCC(Cc4ccccc4)CC3)cc2)c1 | -7
COc1cc(Br)c(CC(=O)O)cc1OC | 5
Cc1ccc(S(=O)(=O)NNC(=O)c2sccc2-n2cccc2)cc1 | 5
COc1ccc(CCNS(=O)(=O)c2ccc3c(c2)OCCO3)cc1OC | 4
Cc1cc(C(=O)O)c(S(C)(=O)=O)s1 | -25
Cc1cccc(Oc2ncnc3oc(-c4ccccc4)cc23)c1C | 12
CC(C)NC(=O)N1C[C@@H]2C(c3ccc(Br)cc3)[C@H](C1)N2Cc1ccc(F)cc1 (some centres undefined) | -19&-8
O=C(C[C@H]1C[C@H]2c3cc(NC(=O)NC4CCCCC4)ccc3O[C@H]2[C@H](CO)O1)NC1CCCC1 | -1
COc1ccc2c3c(n(C)c2c1)[C@@H](CO)N(C(=O)NC(C)C)CC31CCN(Cc2nccs2)CC1 | 3
COc1ccc(C(NC(=O)CNC(C)=O)C(=O)Nc2ccc(C(C)C)cc2)cc1 (centres undefined) | -10
CCn1c(SCC(=O)OC)nnc1-c1ccncc1 | 4
O=C1CCCCn2cc(nn2)COC[C@H](Cc2ccccc2)N1 | -13
Cc1noc(C)c1NC(=O)N1C[C@@H](O)COC[C@H]2O[C@H](CC(=O)N[C@@H]3CCN(Cc4ccccc4)C3)CC[C@@H]21 | -4
O=C1NCN(c2ccccc2)C12CCN(c1nnnn1-c1ccccc1)CC2 | 0
OC[C@@H]1[C@H](c2ccccc2)C2(CN(Cc3ccccc3F)C2)N1Cc1ccccc1F | -1
Cc1cccc(NC(=O)CSc2nc3c(c(=O)[nH]2)CCCC3)c1C | -1
Cc1nn(C(C)(C)C)c(OC(=O)c2ccc3c(c2)OCO3)c1Sc1ccccc1 | -1
C[C@@H]1CN([C@H](C)CO)C(=O)c2ccccc2-c2ccccc2CO[C@@H]1CN(C)Cc1ccc2c(c1)OCCN2C | 15
COCCCNC(=O)Nc1ccc2c(c1)N(C)C(=O)CS2 | -2
Cc1ccc(-c2nnn(CC(=O)N(Cc3ccccc3F)C(C(=O)NC3CCCC3)c3ccncc3)n2)o1 (centres undefined) | -5
Cn1c(C(=O)OC(C(=O)NC2CCCCC2)c2ccccn2)cc2sccc21 (centres undefined) | -5
CC1=CC(C)(C)N2C(=O)C3(C(C#N)=C(N)OC4=C3C(=O)CC(C)(C)C4)c3cccc1c32 (centres undefined) | -2
Cc1ccccc1S(=O)(=O)N(C)C[C@H]1OCc2ccccc2-c2ccccc2C(=O)N([C@@H](C)CO)C[C@@H]1C | -13
Nc1ccc(C(=O)N2CCCC2)cc1 | 2

Single entries from the results shown:
FN deposition inh result of `C[C@@H]1CN([C@H](C)CO)C(=O)c2ccccc2-c2ccccc2CO[C@@H]1CN(C)Cc1ccc2c(c1)OCCN2C` reads 15
FN deposition inh result of `COc1ccc(C(NC(=O)CNC(C)=O)C(=O)Nc2ccc(C(C)C)cc2)cc1` (centres undefined) reads -10
FN deposition inh result of `Nc1ccc(C(=O)N2CCCC2)cc1` reads 2
FN deposition inh result of `Cc1noc(C)c1NC(=O)N1C[C@@H](O)COC[C@H]2O[C@H](CC(=O)N[C@@H]3CCN(Cc4ccccc4)C3)CC[C@@H]21` reads -4
FN deposition inh result of `Cn1c(C(=O)OC(C(=O)NC2CCCCC2)c2ccccn2)cc2sccc21` (centres undefined) reads -5
FN deposition inh result of `Cc1ccc(-c2nnn(CC(=O)N(Cc3ccccc3F)C(C(=O)NC3CCCC3)c3ccncc3)n2)o1` (centres undefined) reads -5

Screens as filed in PubChem.
